Bioassay records deposited in PubChem BioAssay by National Center for Advancing Translational Sciences (NCATS).
Lipid storage S3: qHTS Assay for Lipid Storage Modulators in Drosophila S3 Cells; lipid storage change, negative = inhibition, % at the top dose, mostly 46.1 µM; hits show Potency in µM; Drosophila S3 cells, BODIPY lipid droplet fluorescence, 18-24 h; cells fed with added oleic acid; actives 0.64% (n = 320,000); AID 2685; active = well fitted inhibition curve with a large enough effect in the signal ratio, with a control signal flat, not every such curve was filed as active; inconclusive = small, poorly fitted or top-dose-only effect, or effect the other way, or a change in a side signal; the % refers to the signal ratio
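Drosophila S3 cells loaded with oleic acid (400 uM, as added) and compounds at several concentrations; lipid droplets imaged by 488-nm laser-scanning cytometry, 500–530 nm intensity and object ratio to cell channel. Percent activity normalized to 20 uM Triacsin C.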
Lipid storage S3 cell count max: recorded beside Lipid storage S3, whose call it bears; cell number change, %; measured here: cell count max response;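 cells counted by Cell Tracker Red CMTPX staining in the red channel; peak over a dose series mostly up to 46.1 µM; percent activity relative to internal control wells on each plate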
Numbers without * were called inactive; i = inactive; ? = inconclusive; . = no result given. % is scaled to controls: 0 for no effect and ±100 for the full control effect; potency is read from the fitted curve at half-maximal effect. These rows are one share of the data. The share of hits here may be higher or lower than overall.

SMILES	Lipid storage S3	Lipid storage S3 cell count max
CC1CCC(NC(=O)COC(=O)c2cccnc2Cl)CC1 (centres undefined)	-3%	.
Cc1ccc(C)c(N2CCN(C(=O)c3ccc4nsnc4c3)CC2)c1	i	.
O=C(COC(=O)C1(c2ccccc2F)CCCC1)Nc1ncc(C(F)(F)F)cc1Cl	?	.
O=C(CSc1nc2[nH]ncc2c(=O)n1-c1ccccc1Br)NCc1ccccc1Cl	6%	10
Cc1cc(=O)n2[nH]c(-c3cccc(Cl)c3)cc2n1	-5%	-6
O=C(NC(Cc1c[nH]c2ccccc12)C(=O)O)c1ccco1 (centres undefined)	i	.
COC(=O)c1ccc(NC(=O)NC2CCCCC2)cc1	17%	17
O=C(CSc1n[nH]c(=O)n1C1CC1)c1ccc2c(c1)OCCO2	-5%	0
Cc1cccc(C)c1NC(=O)CSc1nnc(C2CCCCC2)o1	?	.
Cc1cccc(C(=O)NNC(=O)c2c(O)c3ccccc3n(C)c2=O)c1	?	.
O=S(=O)(NCCC1=CCCCC1)c1ccccc1Cl	?	.
CCOc1cc(S(=O)(=O)N2CCCCC2)ccc1F	i	-9
CCOC(=O)c1sc(NC(=O)CCN2C(=O)c3ccccc3C2=O)c(C(=O)OCC)c1C	?	.
CCCN1CCC(=O)N([C@H](CSc2ccc(C)cc2)CC(C)C)CC1	-4%	1
COc1cccc(-n2ccnc2SCC(=O)Nc2nccs2)c1	-7%	-21
O=C(Cn1cc[n+](CC(=O)c2ccccc2)c1)c1ccccc1	24%	-12
O=C(NCC(c1ccco1)N1CCc2ccccc21)C(=O)Nc1ccccc1 (centres undefined)	?	.
CCCCOC(=O)n1c(=S)oc2cc(Cl)ccc21	4%	-24
O=C(NN1C(=O)C2C3C=CC(C4CC34)C2C1=O)c1ccc(Cl)c(Cl)c1 (centres undefined)	-1%	2
COc1ccc(NC(=O)C(C)N2c3cccc4cccc(c34)S2(=O)=O)cc1OC (centres undefined)	?	.
CC(C)OC(=O)c1c2nc3ccccc3nc2n2c1[nH]c(=O)c1ccccc12	?	.
Cc1cc(NC(=O)CCC(=O)N(c2ccc(F)cc2)C2(C(=O)NC3CCCCC3)CCCC2)no1	16%	-25
COc1ccccc1NC(=O)c1cnc(Nc2ccccc2OC)c2ccccc12	?	.
O=C(C1=C[C@H](C2CCCCC2)C[C@H](OCc2ccc(CO)cc2)O1)N1CCN(Cc2ccc3c(c2)OCO3)CC1	-5%	-9
CC(=O)c1ccc(N=C2SCCCN2C(=O)C2CCCC2)cc1	?	.
CC1(C)CC(NCc2ccc3c(c2)OCO3)CCO1 (centres undefined)	-10%	-12
CC1CCCN(C(=O)C2CCN(Cc3ccc4c(c3)OCO4)CC2)C1 (centres undefined)	i	12
CN(C)C(CNC(=O)c1ccc(S(=O)(=O)Nc2ccccc2F)cc1)c1ccccc1 (centres undefined)	?	.
CCCCC(=O)NC(c1cccs1)c1cc(Cl)c2cccnc2c1O (centres undefined)	-12%	-1
Cc1cccc(NC(=O)CCSc2nncn2C)c1	2%	0
COC(=O)C1=C(N)Oc2cc(C)n(CCN3CCOCC3)c(=O)c2C1c1cccnc1 (centres undefined)	?	.
CCOC(=O)C1CCCN(C(=O)CCCn2nc(C)n3c(cc4sccc43)c2=O)C1 (centres undefined)	?	.
CN1CCN(/N=C/c2ccc(OCc3ccccc3)cc2)CC1	?	.
Cc1ccc(C(=O)NCc2ccc3c(c2)OCO3)cc1	?	.
O=S(=O)(Nc1ccc(-c2ccc3nncn3n2)cc1)c1cc(F)ccc1F	?	.
CC(C)c1ccccc1NC(=O)COC(=O)/C=C/c1cccc([N+](=O)[O-])c1	5%	3
Cc1nnsc1C(=O)NNC(=O)c1cccc2ccccc12	9%	22
COc1ccc(CNS(=O)(=O)c2ccc3c(c2)CCN3C(=O)C2CCC2)cc1	?	.
O=C1CSC(c2ccc(Cl)cc2)N1C1CCCCC1 (centres undefined)	?	.
O=C(Nc1cccc(S(=O)(=O)N2CCCCC2)c1)C1CC(=O)N(c2ccc3c(c2)OCCO3)C1 (centres undefined)	?	.

The last 2 entries of the section above lead into the next.
SMILES	Lipid storage S3	Lipid storage S3 cell count max
O=C1CSC(c2ccc(Cl)cc2)N1C1CCCCC1 (centres undefined)	?	.
O=C(Nc1cccc(S(=O)(=O)N2CCCCC2)c1)C1CC(=O)N(c2ccc3c(c2)OCCO3)C1 (centres undefined)	?	.
CC(OC(=O)c1c2c(nc3ccccc13)/C(=C\c1ccc3c(c1)OCO3)CCC2)C(=O)Nc1ccc(S(N)(=O)=O)cc1 (centres undefined)	?	.
CCCC(=O)Nc1ccccc1NC(=O)c1ccc(OCC)c(OCC)c1	?	.
COCCNc1cc(-c2ccccc2)nc2cc(-c3cccc(F)c3)nn12	?	.
CCCSc1nc(=S)n(Cc2ccccc2)c(C)c1C(C)=O	i	.
O=c1[nH]c(/C(Cl)=C/c2cccc(C(F)(F)F)c2)nc2cc(Cl)ccc12	?	.
CCOC(=O)CSc1nnc(Cn2c(=O)sc3ccccc32)n1-c1ccccc1C	5%	-10
CC(NC(=O)CCC(=O)NC(C)C1COc2ccccc2O1)C1COc2ccccc2O1 (centres undefined)	-3%	-1
COc1ccc(CCC(=O)NNC(=O)c2ccc(OC)cc2)cc1	?	.
CCC(=O)Nc1ccc2c(c1)nc(CN1CCN(C(C)=O)CC1)n2C	?	.
CCOc1cc(C2C3=C(CCCC3=O)Nc3ccc4ncccc4c32)ccc1O (centres undefined)	3%	8
Cc1ccc2cc(C#N)c(N3CCN(C)CC3)nc2c1	-5%	-13
O=C(NNC(=O)c1cc(Br)c(Br)s1)c1ccncc1	?	.
O=c1oc(CCO)cc2ccc(C#Cc3ccsc3)cc12	?	.
Cc1ccnc(NC2OC(=O)c3ccccc32)c1 (centres undefined)	i	.
Cn1ccnc1C1CCCCN1C(=O)c1cc(COc2ccc(F)cc2Cl)on1 (centres undefined)	?	.
CC(=O)c1c(C)nn(-c2ccccc2)c1C	7%	16
COc1ccc(CCNC(=O)/C=C/c2ccc(S(=O)(=O)N3CCOCC3)cc2)cc1	7%	1
Nc1nc(-c2cccnc2)nn1C(=O)c1ccc(F)cc1	-11%	-5
COc1ccc(OC)c(CCNC(=O)c2ccc(CS(=O)Cc3ccc(Cl)cc3)o2)c1 (centres undefined)	i	-3
Cc1ccc(CCNC(=O)C2CCCN(S(=O)(=O)c3c(C)nn(C)c3C)C2)cc1 (centres undefined)	1%	11
CN=C1C([N+](=O)[O-])=CC=C2C1=NC1(CCCCC1)N2O	?	.
Cc1c(NC(=O)C(C)Sc2n[nH]c(N)n2)c(=O)n(-c2ccccc2)n1C (centres undefined)	6%	9
Cc1cc(C)nc(NC2=NCC(=O)N2c2cccc(Cl)c2)n1	i	.
CC(C)CN(C(=O)c1cccc(S(=O)(=O)N2CCCCC2)c1)C1CCS(=O)(=O)C1 (centres undefined)	?	.
COCC1CCN(C(=O)c2ccc(OC3CCN(Cc4ccccn4)CC3)cc2)C1 (centres undefined)	-5%	5
C/C(=N\NC(=S)NCc1ccccc1)c1ccco1	?	.
O=C(c1cccs1)N1CCN(Cc2ccccc2)CC1	0%	-11
Cc1sc2ncn(CC(=O)N(C)C3CCCCC3)c(=O)c2c1C	8%	14
O=C(CC1SCCNC1=O)Nc1cccc(Cl)c1 (centres undefined)	?	.
COc1ccc(N(C)C(=O)c2cc3c(Cl)nc4ccccc4c3s2)cc1	9%	-8
Cc1cc(C)c(NC(=O)CCc2c(C)noc2C)c(C)c1	8%	15
Cc1ccc(-c2ccc(/C=N\NC(=O)c3cc4c(ccc5ccccc54)o3)o2)cc1[N+](=O)[O-]	-19%	-1
CCOc1nc(-c2ccccc2)ccc1-c1noc(-c2ccncc2)n1	i	-10
CCS(=O)(=O)c1nc(S(=O)(=O)c2ccc(Cl)cc2)c(N2CCc3ccccc3C2)s1	?	.
Cc1cccc(N(C(=O)c2snc(C(N)=O)c2N)C(C(=O)NC2CCCC2)c2ccc(C)o2)c1 (centres undefined)	i	-5
COc1cccc(N=Nc2c(=O)[nH]n3c(=O)c4c([nH]c23)CCC4)c1	7%	10
Cc1cc(/C=C2/NC(=O)N(c3ccccc3)C2=O)c(C)n1C(C)C	?	.
CC(C)(O)C#Cc1ncc(C(F)(F)F)cc1Cl	-4%	6
COc1ccc(CCNC(=O)CSCc2n[nH]c(=O)[nH]2)cc1OC	?	.
CC1CCCN(C(=O)COC(=O)C2CCN(S(=O)(=O)c3c(Cl)cccc3Cl)CC2)C1 (centres undefined)	i	-8
Cc1ccc(NC(=S)N(Cc2ccccc2)C(C)C)cc1	-4%	16
CCOC(=O)CCCNC(=O)COC(=O)c1ccc(O)cc1	?	.
O=C(Nc1ccc(F)cc1)c1sc(Cl)nc1-c1ccccc1	?	.
COc1ccc(/C=C/C(=O)NC2CCCCCCC2)cc1S(=O)(=O)N1CCOCC1	?	.
O=C(NC1CCS(=O)(=O)C1)c1ccc(Br)o1 (centres undefined)	?	.
COc1cc(C(=O)NCC(=O)N/N=C/c2cccc(OC(=O)c3ccco3)c2)cc(OC)c1OC	0%	0
O=C(O)CCCN1C(=O)C2C3c4ccccc4C(c4ccccc43)[C@@H]2C1=O (some centres undefined)	?	.
O=C(c1ccco1)N1CCN(Cc2ccc(Br)cc2)CC1	-17%	-10
Cc1cccnc1NC(=S)Nc1ccc(F)cc1F	?	.
O=C(NC1CCC(O)CC1)c1ccc(S(=O)(=O)NCc2ccco2)cc1 (centres undefined)	i	14
Continued:
SMILES	Lipid storage S3	Lipid storage S3 cell count max
O=C(NCc1ccco1)/C(=C/c1ccco1)NC(=O)c1ccccc1	?	.
O=C(CCn1cnc(-c2ccccc2)c1-c1ccccc1)N/N=C/c1ccccc1O	?	.
O=C1CSC(c2cccc([N+](=O)[O-])c2)N1c1ccc(O)cc1 (centres undefined)	13%	6
Cc1cc(F)c(F)c(C(=O)N2CCOCC2)c1	-1%	-7
O=C(CN1C(=O)C2(OCCCO2)c2ccccc21)NCc1ccccc1	i	4
CC(C)c1ccc(NC(=O)CSc2nc3ccsc3c(=O)n2Cc2ccc(C(=O)O)cc2)cc1	?	.
COc1cc(C2C(C#N)=C(N)Oc3cc(N)ccc32)cc(OC)c1OC (centres undefined)	?	.
O=C(c1cc(F)ccc1F)C1CCCN(C(=O)c2ccc3nccnc3c2)C1 (centres undefined)	?	.
O=C(CN(C1CCCCC1)C1CCCCC1)N1CCc2ccccc2C1	?	.
O=C(NCC(=O)N1CCOCC1)c1ccccc1	?	.
Cc1cn(Cc2ccccc2Cn2cc(C)c(=O)[nH]c2=O)c(=O)[nH]c1=O	-15%	-6
Cc1noc(C)c1COC(=O)Cc1ccc(Br)cc1	?	.
COc1ccc(NC(=O)Cn2c(C)cc(=O)c3cccc(OC)c32)cc1	14%	-15
O=S(=O)(NCc1ccccn1)c1cc(C(F)(F)F)ccc1Cl	?	.
CC(/C=C1\NC(=S)NC1=O)=C\c1ccccc1	?	.
CCCC1C2C(=O)N(c3ccccc3OCC)C(=O)C2ON1c1ccccc1 (centres undefined)	?	.
Cc1ccc(C)c(NC(=O)CN(C)C(=O)CCN2C(=O)c3ccccc3C2=O)c1	-2%	-6
COc1cccc(C(=O)NNC(=O)Cc2csc(N)n2)c1	23%	-4
O=C(CCNC(=O)c1ccccc1)N/N=C/c1ccc([N+](=O)[O-])cc1	?	.
CCN(CC(=O)Nc1ccccc1C(F)(F)F)C(=O)Cc1cccs1	?	.
O=C(O)CC(C(=O)O)n1nc(-c2ccccc2)cc1-c1ccccc1 (centres undefined)	?	.
O=C(NCc1ccccn1)c1n[nH]c2ccccc12	?	.
COc1ccc(C(=O)Cn2nnc(-c3ccccc3NC(=O)C3CCCCC3)n2)cc1	i	.
Cc1ccc(C)c(N(CC(=O)NC2CCCC2)C(=O)c2oc(C(C)(C)C)cc2C)c1	-18%	.
O=C1CC(N2CCN(Cc3ccc4c(c3)OCO4)CC2)C(=O)N1c1cccc2ccccc12 (centres undefined)	4%	-6
CCOc1ccc(/C(C)=N/NC(=O)C(OC)c2ccccc2)cc1 (centres undefined)	?	.
O=C(C1CCC(CNc2c(N3CCCCC3)c(=O)c2=O)CC1)N1CCN(c2ccccn2)CC1 (centres undefined)	?	.

Molecules above that contain an aryl methoxy group:
SMILES	Lipid storage S3	Lipid storage S3 cell count max
COc1cccc(-n2ccnc2SCC(=O)Nc2nccs2)c1	-7%	-21
COc1ccc(NC(=O)C(C)N2c3cccc4cccc(c34)S2(=O)=O)cc1OC (centres undefined)	?	.
COc1ccccc1NC(=O)c1cnc(Nc2ccccc2OC)c2ccccc12	?	.
COc1ccc(CNS(=O)(=O)c2ccc3c(c2)CCN3C(=O)C2CCC2)cc1	?	.
COc1ccc(CCC(=O)NNC(=O)c2ccc(OC)cc2)cc1	?	.
COc1ccc(CCNC(=O)/C=C/c2ccc(S(=O)(=O)N3CCOCC3)cc2)cc1	7%	1
COc1ccc(OC)c(CCNC(=O)c2ccc(CS(=O)Cc3ccc(Cl)cc3)o2)c1 (centres undefined)	i	-3
COc1ccc(N(C)C(=O)c2cc3c(Cl)nc4ccccc4c3s2)cc1	9%	-8
COc1cccc(N=Nc2c(=O)[nH]n3c(=O)c4c([nH]c23)CCC4)c1	7%	10
COc1ccc(CCNC(=O)CSCc2n[nH]c(=O)[nH]2)cc1OC	?	.
COc1ccc(/C=C/C(=O)NC2CCCCCCC2)cc1S(=O)(=O)N1CCOCC1	?	.
COc1cc(C(=O)NCC(=O)N/N=C/c2cccc(OC(=O)c3ccco3)c2)cc(OC)c1OC	0%	0
COc1cc(C2C(C#N)=C(N)Oc3cc(N)ccc32)cc(OC)c1OC (centres undefined)	?	.
COc1ccc(NC(=O)Cn2c(C)cc(=O)c3cccc(OC)c32)cc1	14%	-15
COc1cccc(C(=O)NNC(=O)Cc2csc(N)n2)c1	23%	-4
COc1ccc(C(=O)Cn2nnc(-c3ccccc3NC(=O)C3CCCCC3)n2)cc1	i	.
